# Screens deposited in PubChem BioAssay by Broad Institute.
# CD40 NFkB inh: CD40 pathway inhibition in BL2 cells | 0.94% of 83,000 active | BL2 NF-kB luciferase reporter, CD40L-induced, 4 h | inhibition, % at 10 µM;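 active means mean inhibition of at least 50% with a set share of replicates also reaching that level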;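 further: 0% = neutral control wells and 100% = IKK inhibitor VII at 50 µM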
# * = called active by the depositor; & = joins results of further samples; [ ] = dose if it differs, or a comment.
no. | CD40 NFkB inh | Compound
1 | -19[25 µM] | CN(C)CC#Cc1ccc([C@H]2[C@@H](CO)N3CCCCN(C(=O)Nc4cc(F)ccc4F)C[C@H]23)cc1
2 | -11 | N#C[C@@H]1[C@@H](c2ccc(C3=CCCCC3)cc2)[C@@H](CO)N1C(=O)NC1CCCCC1
3 | 7 | O=C(c1sc2ccccc2c1Cl)N(Cc1ccco1)C1CCS(=O)(=O)C1 (stereo not drawn)
4 | 1 | N#CC(C(=O)NCCc1ccccc1)c1nc2ccccc2nc1N1CCOCC1 (stereo not drawn)
5 | 8[25 µM] | CO[C@H]1CN(C)C(=O)c2cc(NC(=O)NC(C)C)ccc2OC[C@@H](C)N(Cc2ccccc2)C[C@H]1C
6 | 1 | Cc1ccc(OCc2nnc(NC(=O)c3cccnc3)s2)cc1
7 | 4 | CCOc1ccc(OCCC(=O)OCC(=O)N2CCN(c3ccc(OC)cc3)CC2)cc1
8 | 13 | COc1cc(OC)c(OC)cc1CNC1CCCCCC1
9 | 6 | Cc1c(C(C)O)nnn1-c1nonc1N (stereo not drawn)
10 | -27 | CCN(CC(=O)Nc1ccc(OC)cc1)C(=O)Cc1cccs1
11 | 1[25 µM] | CCC(=O)Nc1ccc2c(c1)C(=O)N(C)C[C@@H](OC)[C@H](C)CN(C(=O)NC1CCCCC1)[C@H](C)CO2
12 | -82 | Cc1nc2cc(C(=O)O)ccc2s1
13 | 5 | COc1ccc2cc3cc(C(=O)N4CCCCCC4)oc3nc2c1
14 | -27 | C(=N\n1cnnc1)/c1ccc(-c2ccccc2)cc1
15 | 72* | c1ccc(C(=NNc2nc3ccccc3s2)c2ccccn2)cc1
16 | 1 | CCN(CC)CCCn1c2c(c(SCC(=O)Nc3ccc(OC(F)(F)F)cc3)nc1=O)CCC2
17 | -9&14[25 µM] | CN(C)C(=O)c1ccc(-c2ccc(C3[C@@H]4CN(C(=O)C5CC5)C[C@H]3N4)cc2)cc1 (stereo partly drawn)
18 | 32[25 µM] | C[C@H](CO)N1C[C@H](C)[C@H](CN(C)S(=O)(=O)c2cccc(F)c2)Oc2ncc(C#Cc3ccc(C(F)(F)F)cc3)cc2C1=O
19 | 14 | COc1ccc(NC(=O)CN(C)C(=O)Cc2c(C)nc3ccccc3c2C)cc1
20 | -63 | CCOC(=O)c1ccc2nc(NC(C)=O)sc2c1
21 | -5[25 µM] | COc1ccc2c3c(n(C)c2c1)[C@H](CO)N(S(C)(=O)=O)CC31CCN(Cc2nccs2)CC1
22 | 54* | Cc1ccc(-n2ccnc(SCC(=O)NCCc3ccccc3)c2=O)cc1F
23 | 2[25 µM] | CO[C@@H](CN(C)Cc1cc(F)ccc1F)[C@H](C)CN(C(=O)Nc1ccc(C(F)(F)F)cc1)[C@@H](C)CO
24 | 4 | CCCCN(CC)CCNC(=O)c1[nH]c(C)c(C(C)=O)c1C
25 | -23 | CCCCOC(=O)Nc1ccccc1C(N)=O
26 | -21 | Cn1nc(C(=O)Nc2nc(-c3ccccn3)cs2)c2ccccc2c1=O
27 | -38 | Cc1nn(-c2ccccc2)c(C)c1/C=N/NC(=O)c1ccccc1O
28 | 11[25 µM] | N#C[C@@H]1[C@@H](c2ccccc2)[C@H](CO)N1C(=O)Nc1cccc(F)c1
29 | -75 | CC(CC(=O)c1cccs1)CC(=O)c1cccs1
30 | -22 | COC(=O)c1[nH]c2ccccc2c1NC(=O)CN1CCCc2ccccc21
31 | 7 | Cc1nc(N)c(Br)c(C)c1Br
32 | 8 | CCCn1c(N2CCN(C)CC2)nc2c1c(=O)[nH]c(=O)n2C
33 | -34[25 µM] | C[C@@H]1CN([C@H](C)CO)C(=O)c2cc(C#Cc3ccccn3)cnc2O[C@H]1CN(C)Cc1cncnc1
34 | 6 | COc1ccc(CC(=O)Nc2ccc(OC(C)=O)cc2C(=O)O)cc1
35 | 6 | Cc1nc2sc(C(c3ccccc3)N3CCN(c4ccccc4F)CC3)c(O)n2n1 (stereo not drawn)
36 | 8 | CCC1CCCCN1Cc1ccc(CNS(=O)(=O)c2ccc3c(c2)oc(=O)n3C)o1 (stereo not drawn)
37 | 2 | CCOC(=O)c1cc2c(=O)n3cccc(C)c3nc2n(Cc2ccco2)c1=NC(=O)c1ccc(C)cc1
38 | 0 | COc1ccccc1C(=O)NC(=O)COC(=O)CNC(=O)c1ccccc1
39 | 11 | Cc1c(NC(=O)c2ccc(Cl)c([N+](=O)[O-])c2)cccc1-n1cnnn1
40 | -7[25 µM] | CC(C)NC(=O)N1CCCCN2[C@@H](CO)[C@@H](c3ccc(C#C[C@@H](C)O)cc3)[C@@H]2C1
41 | -15 | CSc1ccccc1NC(=O)CO/N=C(\C)c1cc2ccccc2o1
42 | -24 | CCc1nc2c(OCC(=O)c3ccc(F)cc3)cccn2c1N(C)C(=O)C(C)C
43 | -2 | CC1CCN(CCCNC(=O)C2CCC(CNS(=O)(=O)c3ccccc3)CC2)CC1 (stereo not drawn)
44 | 5 | Cc1ccccc1SC1CCN(C(=O)C2CCC(=O)N(C3CC3)C2)CC1 (stereo not drawn)
45 | 6 | CCC(CC)NC(=O)Cc1ccccc1OC
46 | 56* | O=C1NC2c3c(Cl)sc(Cl)c3C(=O)C2O1 (stereo not drawn)
47 | -3[25 µM] | COc1cccc(-c2ccc([C@@H]3[C@@H](CO)N4CCCCN(S(=O)(=O)c5cccs5)C[C@H]34)cc2)c1
48 | -1[25 µM] | O=C(c1cnccn1)N1CC(=O)N2[C@H](CO)[C@H](c3ccc(C#CC4CC4)cc3)[C@@H]2C1
49 | 6[25 µM] | CO[C@@H]1CN(C)C(=O)c2ccc(NC(=O)C3CCC3)cc2OC[C@H](C)N(Cc2ccccn2)C[C@H]1C
50 | 16 | COc1ccc(NC(C)=O)cc1S(=O)(=O)N1CC=C(c2ccccc2)CC1

# (more compounds)
no. | CD40 NFkB inh | Compound
51 | -4[25 µM] | CCCC(=O)Nc1ccc2c(c1)OC[C@H](C)NC[C@@H](C)[C@@H](OC)CN(C)C2=O
52 | 2 | COC(=O)c1ccc(N)nc1
53 | -3&-2 | CN(C)C(=O)c1ccc(-c2ccc(C3[C@@H]4CN(Cc5nccs5)C[C@H]3N4)cc2)cc1 (stereo partly drawn)
54 | 3 | CC(C)CN(C(=O)COC(=O)CN1C(=O)c2ccccc2C1=O)c1c(N)n(Cc2ccccc2)c(=O)[nH]c1=O
55 | 7 | CNS(=O)(=O)c1cc2c3c(cccc3c1)C(=O)NC2=O
56 | -51 | O=C(COC(=O)c1ccc(Br)o1)Nc1ncc([N+](=O)[O-])s1
57 | 5 | CSc1ccc(S(=O)(=O)NCC(=O)OCCOc2ccccc2)cc1[N+](=O)[O-]
58 | 0 | CC(C)CNS(=O)(=O)c1ccc(CCC(=O)N2CCCC2)cc1
59 | 5[25 µM] | CCCN(C)C[C@H]1OCCCC[C@@H](C)Oc2ccc(NC(=O)CCCN(C)C)cc2C(=O)N([C@H](C)CO)C[C@H]1C
60 | 29 | CN1CC(=O)NC1=NC(=O)c1ccc(Cl)c(S(=O)(=O)N2CCCCCC2)c1
61 | 15 | CC(CC(=O)N1CCN(c2ccc(C(F)(F)F)cn2)CC1)n1ccnc1 (stereo not drawn)
62 | -133 | c1ccc2nc3c(nc2c1)c1ccccc1n3CCN1CCOCC1
63 | 5 | COCCNC(=O)C(=O)NNC(=O)CCc1ccccc1
64 | -40 | CC(=O)NC(c1ccc(F)c(F)c1)c1nc(-c2cnc3ccccc3c2)cs1 (stereo not drawn)
65 | -4[25 µM] | O=C(Nc1cccc(F)c1)N1CCCCN2[C@H](CO)[C@H](c3ccc(C#Cc4cccnc4)cc3)[C@H]2C1
66 | -7[25 µM] | Cc1noc(C)c1S(=O)(=O)N(C)C[C@H]1OCCCC[C@H](C)Oc2ccc(NC(=O)CCC(F)(F)F)cc2C(=O)N([C@H](C)CO)C[C@H]1C
67 | -19 | COc1ccc(CC(=O)NC2CCSc3ccccc32)c(OC)c1 (stereo not drawn)
68 | -36 | N#Cc1nc(-c2ccc(OCc3ccccc3)cc2)oc1NCc1cccnc1
69 | 3 | CC(C)CC(=O)Nc1ccc2ccccc2c1
70 | -3 | COc1ccc(OCCCC(=O)N(C)CC(=O)Nc2ccccc2Cl)cc1
71 | 2 | COc1ccc(NC(=O)Nc2nc(C(N)CC(C)C)cs2)cc1 (stereo not drawn)
72 | 3 | CC1CCN(c2nc3ccccc3n2CC(=O)c2ccccc2)CC1
73 | 9[25 µM] | COc1cccc(C(=O)Nc2ccc3c(c2)C(=O)N(C)[C@@H]2CC[C@H](CC(=O)NCc4ccc(F)cc4)O[C@@H]2CO3)c1
74 | -13 | Cc1ccccc1OCc1nc2ccccc2c(=O)n1/N=C/c1c[nH]c2ccccc12
75 | 3 | Cn1nnnc1SCC(=O)Nc1ccccc1C(N)=O
76 | 5[25 µM] | C[C@@H](NC(=O)C[C@@H]1CC[C@H]2[C@@H](COC[C@H](O)CN2C(=O)Nc2cccc(Cl)c2)O1)c1ccccc1
77 | 7 | COc1ccc(-c2csc(NC(=O)CSCc3c(C)noc3C)n2)c(OC)c1
78 | 6 | CC(C)CN(C(=O)C1CCCO1)c1c(N)n(CC(C)C)c(=O)[nH]c1=O (stereo not drawn)
79 | -3 | O=C(c1ccc2ccccc2c1)C1CCCN(C(=O)c2cnccn2)C1 (stereo not drawn)
80 | 9[25 µM] | N#C[C@H]1[C@@H](c2ccccc2C2=CCCCC2)[C@@H](CO)N1C(=O)C1CCOCC1
81 | 3&-1 | N#Cc1ccc(-c2ccc(C3[C@@H]4CN(C(=O)C5CCOCC5)C[C@H]3N4)cc2)cc1 (stereo partly drawn)
82 | 20 | CN1CCN(S(=O)(=O)c2cccc(C(=O)NC3CCCc4ccccc43)c2)CC1 (stereo not drawn)
83 | -12[25 µM] | COc1ccc(-c2ccc([C@H]3[C@H](C#N)N(C(=O)c4cccc(F)c4)[C@H]3CO)cc2)cc1
84 | 12 | CNC(=O)COC(=O)c1c2c(nc3ccccc13)CCC2
85 | 4 | COCC[N+]1(C)CCCCC1
86 | -2 | Cc1ccccc1CN(C)C(C)C(=O)Nc1ccccc1F (stereo not drawn)
87 | -2 | CCOC(=O)C1CN(Cc2ccccc2)C(=O)C1=O (stereo not drawn)
88 | 12[25 µM] | CO[C@H]1CN(C)C(=O)c2cc(NC(=O)Nc3cccc(Cl)c3)ccc2OC[C@@H](C)N(C(=O)Nc2c(C)noc2C)C[C@@H]1C
89 | 10[25 µM] | COc1ccc(C(=O)N2C[C@@H]3[C@H](c4ccccc42)[C@@H](CO)N3Cc2ccc3c(c2)OCO3)cc1
90 | 4 | Cc1ccc(S(=O)(=O)N(C)CC(=O)NNC(=O)Cc2ccccc2F)cc1
91 | -7 | c1coc(-c2nc3nc4ccccc4nc3n2CC2CCCO2)c1 (stereo not drawn)
92 | 27 | CCCC#Cc1ccc([C@H]2[C@@H](C#N)N(C(=O)C3CCC3)[C@@H]2CO)cc1
93 | 13[25 µM] | O=C(Nc1ccc(F)cc1)N1CCCCN2[C@H](CO)[C@H](c3ccc(C#CC4CC4)cc3)[C@@H]2C1
94 | 54*[25 µM] | CC(C)OC(=O)c1cn(Cc2c(F)cccc2F)c2sc(-c3ccc(NC(=O)C(C)C)cc3)c(CN(C)Cc3ccccc3)c2c1=O
95 | 10 | COc1ccccc1C(=O)C1CCCN(C(=O)CCc2ccccn2)C1 (stereo not drawn)
96 | 5 | O=C(Nc1cccc(Cl)c1)NC1CC2CCC(C1)N2Cc1ccco1 (stereo not drawn)
97 | 0 | O=C(C[C@H]1C[C@@H]2c3cc(NC(=O)NC4CCCC4)ccc3O[C@@H]2[C@H](CO)O1)NCc1cccnc1
98 | -4 | Cc1ccc(C(=O)NCC(=O)OCCCOC(=O)CNC(=O)c2ccc(C)cc2)cc1
99 | 7 | COCCn1c(CN2CCN(C)CC2)nc2c1c(=O)n(C)c(=O)n2C
100 | 0 | CC1CCCCC1NC(=O)c1cc(=O)[nH]c2ccccc12 (stereo not drawn)

# Additional compounds.
no. | CD40 NFkB inh | Compound
101 | 22[25 µM] | Cc1cccc(S(=O)(=O)N2C[C@@H]3[C@H](c4ccccc42)[C@@H](CO)N3C(=O)CC2CC2)c1
102 | 0 | O=C(c1ccco1)N1CCN(C(=O)c2cccc3c2C(=O)N(Cc2cccnc2)C3)CC1
103 | -8 | Cc1cccc(-n2nnc(C(=O)NCc3ccccc3)c2N)c1
104 | 7 | CN(CC(=O)NC(=O)NC1CCCCC1)CC(=O)Nc1ccc(Cl)cc1
105 | 12 | O=C(O)c1ccc2ccc3ccccc3c2c1
106 | 6 | CCCn1c(CCC(=O)O)ccc1-c1cccs1
107 | -2 | O=C(Oc1ccccc1-c1csnn1)c1cccs1
108 | -59 | Cc1cc(C(=O)Cn2nc(C(=O)O)c3ccccc3c2=O)c(C)n1-c1ccc(F)cc1
109 | 6[25 µM] | O=C(Cc1ccccn1)N1CC(=O)N2[C@@H](CO)[C@H](c3ccc(C#CCC4CCCC4)cc3)[C@@H]2C1
110 | 16 | O=C(CCCN1CCC(O)(c2ccc(Cl)cc2)CC1)c1ccc(F)cc1
111 | -7 | CCOc1ccccc1C(=O)OCC(=O)NCc1ccc2c(c1)OCO2
112 | 9 | O=C(NC12CC3CC(CC(C3)C1)C2)C1CC(=O)N(c2ccccc2)C1 (stereo not drawn)
113 | -77 | CN(C)c1ccc(NC(=O)Nc2ccc3snnc3c2)cc1
114 | 34 | O=C1c2ccccc2C(Nc2ccc3c(c2)OCCO3)N1Cc1ccc2c(c1)OCO2 (stereo not drawn)
115 | 5 | Cc1cccc(NC(=O)CSCC(=O)Nc2ccc(N3CCOCC3)cc2N2CCOCC2)c1
116 | -49 | CC(=O)c1cnc(Nc2ccccc2)s1

# Only part of the results is shown; count on the stated rates, not on these rows.
